# BaF3 tox – reduces parental Ba/F3 cell viability, JAK2V617F counter-screen; inhibition, % at 5.6 µM; CellTiter-Glo ATP luminescence; 220,000 compounds, 1.1% hits;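 active = inhibition above a per-campaign cutoff, the mean inhibition of all tested compounds plus 3 SD, cut at about 27% in these data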;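 also: 0% = DMSO wells and 100% = JAK Inhibitor I control wells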
# Wee1 degr inh – human Wee1 degradation inhibition, primary screen; 220,000 compounds, 1.2% hits; HeLa Luc-Wee1K328M stability, luciferase luminescence; 100% = proteasome inhibitor MG132 effect; reporter increase, % at 5 µM;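 active = activation above the mean of all tested compounds plus 3 SD, set per screening run, cut at about 8.8% in these data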;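 also: cells exposed to compound for 20 h before luminescence read; 0% = DMSO alone and 100% = MG132 at 30 µM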
# Target sequence (P30291 whole entry K328M): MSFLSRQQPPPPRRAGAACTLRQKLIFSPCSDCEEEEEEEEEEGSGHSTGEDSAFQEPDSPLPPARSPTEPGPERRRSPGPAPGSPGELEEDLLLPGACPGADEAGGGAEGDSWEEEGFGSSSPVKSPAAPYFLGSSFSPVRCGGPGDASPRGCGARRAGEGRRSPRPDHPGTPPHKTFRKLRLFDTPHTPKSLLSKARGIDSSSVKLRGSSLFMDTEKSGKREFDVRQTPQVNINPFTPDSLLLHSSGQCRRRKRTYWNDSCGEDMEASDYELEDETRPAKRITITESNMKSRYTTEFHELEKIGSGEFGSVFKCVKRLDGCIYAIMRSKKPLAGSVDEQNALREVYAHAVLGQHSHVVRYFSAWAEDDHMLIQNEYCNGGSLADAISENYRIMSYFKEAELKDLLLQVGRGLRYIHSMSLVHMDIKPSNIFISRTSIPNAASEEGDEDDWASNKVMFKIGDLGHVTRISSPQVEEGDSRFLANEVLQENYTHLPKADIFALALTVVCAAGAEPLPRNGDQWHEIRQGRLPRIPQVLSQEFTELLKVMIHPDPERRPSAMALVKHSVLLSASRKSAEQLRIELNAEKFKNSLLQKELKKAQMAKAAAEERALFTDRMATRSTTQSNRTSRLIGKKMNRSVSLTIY
# TNF death inh – inhibitors of TNF-alpha induced necroptosis in Jurkat FADD-/- cells | 220,000 compounds, 0.068% hits | activation (protection from cell death), % at 10 µM | Jurkat FADD-/- TNF necroptosis rescue, ATP luminescence, 24 h; 0 = TNF only, 100 = no-TNF cells;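 active = activation, meaning protection from cell death, of at least 50% relative to plate controls; inactive = activation below 50%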;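 also: necroptosis triggered by 40 ng/mL TNF-alpha added together with compound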
# TRPML3 agonist – human mucolipin-3 channel agonism; 220,000 compounds, 0.29% hits; Q8TDD5; HEK293 TRPML3-YFP, Fluo-8 calcium fluorescence; 100% = the carbachol control signal; AID 1448; activation, % at 3 µM;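 active = activation above its plate's cutoff, the mean activation of the plate's test wells plus 3 SD, cut at about 12% in these data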;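 also: 0% = DMSO only wells and 100% = carbachol wells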
#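 Test system: TRPML3-YFP stable HEK293 cells. Doses: single point at 3 µM. Incubation: dye loading 1 h 37 °C then 30 min ambient, 125 s read. Signal: Fluo-8 calcium dye fluorescence, ex 470-495, em 515-575 nm. Measure: percent activation from peak-to-basal fluorescence ratio, scaled between DMSO and carbachol.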
# TRPN1 ag – agonists of zebrafish TRPN1 channel; 220,000 compounds, 0.18% hits; activation, % at 3 µM; AID 1424; HEK293 zebrafish TRPN1-YFP, Fluo-8 calcium fluorescence; 100% = response to 87 µM carbachol;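 active = activation above its plate's cutoff, the mean activation of test wells on that plate plus 3 SD, cut at about 19% in these data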;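 also: 0% = DMSO alone and 100% = 87 µM carbachol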
#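 Assay system: Zebrafish TRPN1-YFP in HEK293 cells | Incubation: Dye loading 1 h at 37 °C, then 30 min room temperature | Measured by: Kinetic Fluo-8 fluorescence, ex 470-495, em 515-575 nm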
# Ba/F3 V617F tox – loss of viability in JAK2V617F-driven Ba/F3 cells; Ba/F3 EpoR-JAK2V617F viability, ATP luminescence; inhibition, % at 5.6 µM; 220,000 compounds, 1.1% hits; AID 1446;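 active = inhibition above the campaign mean plus 3 SD over all tested compounds, cut at about 24% in these data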;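 also: cytokine-independent growth of Ba/F3 cells driven by EpoR plus mutant JAK2; 0% = DMSO-treated cells and 100% = JAK inhibitor I control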
# CHOP inh – CHOP inhibition in unfolded protein response | CHO-K1 CHOP-promoter luciferase, tunicamycin-induced, 15-18 h | 220,000 compounds, 3.8% hits | AID 2732 | inhibition, % at 10 µM;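 active = compounds that reduced the stress-induced luciferase reporter signal by more than about 70% of percent inhibition, limit read from the data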;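 also: 0% = tunicamycin plus vehicle and 100% = wells without tunicamycin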
# PPC-1+TRAIL kill – kills PPC-1 cancer cells in the presence of TRAIL. PPC-1 cells + TRAIL, ATPLite viability luminescence. cell killing (% activity), % at 4 µM. 220,000 compounds, 0.41% hits. AID 1443;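 active = cell killing above 50% in the first pass at 4 µM, then a duplicate retest at 5 µM averaging 50% or more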;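 also: plate controls were cells with TRAIL plus DMSO for no effect and medium-only wells lacking cells for full effect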
# RBBP9 inhibitor – human RBBP9 hydrolase inhibition; O75884; recombinant RBBP9, FP-Rh probe fluorescence polarization; inhibition, % at 7.94 µM; 220,000 compounds, 0.2% hits; AID 1515;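 active = inhibition above the campaign mean of all tested compounds plus 3 SD, cut at about 14% in these data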;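 also: plate controls were DMSO wells with RBBP9 for no effect and wells lacking RBBP9 protein for full effect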
# Target sequence (O75884 whole entry, looked up): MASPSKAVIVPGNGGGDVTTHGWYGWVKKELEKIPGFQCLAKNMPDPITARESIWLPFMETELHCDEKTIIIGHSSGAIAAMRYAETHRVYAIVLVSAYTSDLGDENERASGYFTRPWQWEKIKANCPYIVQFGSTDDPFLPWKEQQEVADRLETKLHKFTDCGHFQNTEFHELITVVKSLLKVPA
#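 Test system: recombinant human RBBP9; Timing: 30 min then 45 min, 25 °C; Detection: fluorescence polarization; Control set: RBBP9 with DMSO as uninhibited control, no-protein wells as full inhibition; Compound dosing: one concentration, 7.94 µM nominal, 0.794% DMSO; Probe or stimulus: FP-Rh activity-based probe, 375 nM before mixing.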
# * hit, by the source's call; . = no result given; & = joins results of further samples.
SMILES,BaF3 tox,Wee1 degr inh,TNF death inh,TRPML3 agonist,TRPN1 ag,Ba/F3 V617F tox,CHOP inh,PPC-1+TRAIL kill,RBBP9 inhibitor
CC(=O)Nc1nc(SCC(=O)NCC2CCCO2)[nH]c(=O)c1NC(=O)c1cccs1 (configuration not stated),6,-3,0.7,1.0,1.2,0,0,15,-4
CCn1cc(C(=O)Nc2ccc(OC)c(OC)c2)c2cc(OC)c(OC)cc2c1=O,2,1,1.2,0.9,0.2,-1,14,4,-4
COc1cc(OC)c(C2C(C(=O)Nc3ccccc3)=C(C)Nc3ncnn32)cc1OC (configuration not stated),4,4,0.4,0.7,2.5,3,20,-3,-8
Cc1ccc(S(=O)(=O)N2CCCCC2)cc1C(=O)Nc1ccc(N2CCOCC2)cc1,2,-2,-1.0,-0.2,1.6,5,31,-8,-4
Cc1n[nH]c(=S)n1/N=C/c1ccccc1OCc1ccc(Cl)cc1Cl,8,-2,0.8,-0.3,-0.7,0,102*,8,2
O=C(O)CSc1nc(-c2ccccc2)cc(=O)[nH]1,4,2,-0.4,1.2,1.0,2,44,21,-7
O=C(N[C@@H](Cc1ccc(O)cc1)C(=O)O)C(c1ccccc1)c1ccccc1,-3,-2,-0.7,0.6,0.1,2,5,1,4
CN1CCN(C(=O)c2ccc(-c3nn(C)c(=O)c4ccccc34)cc2)CC1,7,0,-0.8,0.9,1.7,1,.,.,-6
CCOc1ccccc1NC(=O)CCCc1nc2ccccc2c(=O)[nH]1,10,1,24,-0.6,-0.3,0,35,4,-4
O=C(CN1CCN(c2ccccn2)CC1)Nc1ccc(Oc2ccccc2)cc1,2,0,-3.9,0.8,1.1,4,20,17,-12
CN(C)S(=O)(=O)c1cc(NC(=O)CN2CCN(c3ccccc3O)CC2)ccc1Cl,3,0,1.3,1.3,0.9,-3,-1,6,-9
CCOC(=O)Cc1c(C)nc2c(-c3ccccc3)c(-c3ccccc3)[nH]n2c1=O,1,1,0.6,-0.2,0.5,1,16,21,-4
CCOP(=O)(OCC)C(NC(=O)Nc1ccccc1)c1ccccc1 (configuration not stated),5,3,0.9,-0.7,0.0,-5,-6,-17,3
COc1ccc2ccccc2c1C1CC(=O)N2CN(C)CSC2=C1C#N (configuration not stated),5,0,-0.9,0.2,0.9,3,4,2,1
COc1ccccc1/C=C/CN1CCN(Cc2ccc(C)o2)C(CCO)C1 (configuration not stated),2,1,0.2,0.4,-0.6,-3,27,21,5
O=C(C=C1SCCS1)/C=C/c1ccco1,2,-2,-5.1,0.3,2.0,1,-25,4,-5
COc1ccc(-n2c(-c3ccc(Br)cc3)nc(=S)c3c2CCCC3)cc1,4,1,2.6,0.3,0.1,-3,40,3,-2
Cc1csc(/C(C#N)=N/O)n1,3,-2,-1.5,0.8,0.8,0,-5,10,-4
C/C(=N\NC(=O)c1cnccn1)c1ccc([N+](=O)[O-])cc1,-2,-2,1.5,0.5,1.2,-2,5,26,-1
O=C(Nc1ccccc1F)NC1CCCc2ccccc21 (configuration not stated),-5,0,3.3,-0.2,-2.2,0,-5,-26,1
COc1ccc(CC2(CO)CCN(Cc3cnn(-c4ccccc4)c3)CC2)cc1,12,3,5.2,1.6,5.0,6,24,8,3
Cc1ccc(NS(=O)(=O)c2ccc(NC(=O)C3CCCO3)cc2)cc1 (configuration not stated),5,-1,-2.2,2.6,2.1,-2,66,10,-8
Cc1nc2ccccc2c2nc3ccccc3n12,4,2,1.6,0.7,1.0,2,24,5,0
CCOC(=O)N1CCN(C(=O)c2ccc3nc(SCc4ccc(F)cc4)n(C)c3c2)CC1,2,5,-0.3,-2.1,-0.6,-1,29,15,-4
COc1ccc(C2=NN(C(=O)/C=C/c3ccccc3)C(c3ccccc3)C2)c(OC(C)=O)c1 (configuration not stated),2,-2,2.8,0.0,0.8,-3,24,1,-2

# CHOP inh: hit marks shown above.
mol	Wee1 degr inh	TRPML3 agonist	CHOP inh	RBBP9 inhibitor
Cc1n[nH]c(=S)n1/N=C/c1ccccc1OCc1ccc(Cl)cc1Cl	-2	-0.3	102*	2

# Next part
SMILES,BaF3 tox,Wee1 degr inh,TNF death inh,TRPML3 agonist,TRPN1 ag,Ba/F3 V617F tox,CHOP inh,PPC-1+TRAIL kill,RBBP9 inhibitor
COc1cc(C(c2sc3nc(C)nn3c2O)N2CC(C)OC(C)C2)cc(OC)c1OC (configuration not stated),5,-2,3.2,1.2,-0.8,0,5,13,1
COc1ccc(-c2nnc3ccc(SCC(N)=O)nn23)cc1OC,-1,-1,-0.3,-0.5,0.7,-2,21,2,4
O=C(NNC(=O)C1COc2ccccc2O1)c1ccccc1 (configuration not stated),-2,2,-1.7,1.0,0.7,4,3,-3,0
O=[N+]([O-])c1ccccc1/C=C/C=N/n1c(-c2ccccc2)n[nH]c1=S,7,1,-1.1,-1.3,-2.0,1,10,27,2
c1ccc(-c2nc(N3CCCCCC3)nc(-n3ccnc3)n2)cc1,4,5,-15,0.7,1.5,3,15,-9,-11
CCOC(=O)c1c(CSC(=N)N)n(-c2ccc(Br)cc2)c2cc(Br)c(OC(C)=O)cc12,5,6,-30,1.2,2.1,0,110*,14,-11
Cc1cccc(NC(=O)Nc2cccc(Oc3c(F)c(F)c(F)c(F)c3F)c2)c1,4,1,-0.2,1.0,1.4,0,97*,2,-2
O=C(Nc1ccc(F)cc1F)c1cccnc1,2,0,2.2,-0.1,-0.3,-4,47,-12,-8
CCn1c(SCCN2CCCCC2)nnc1-c1ccc(S(=O)(=O)N2CCOCC2)cc1,2,0,-3.5,0.5,0.1,-1,-5,0,-6
CCSc1nnc(Cc2cc(=O)[nH]c(=O)[nH]2)n1-c1ccc(F)cc1,5,0,1.9,1.1,0.1,-2,-1,8,-7
Cc1cccc2cc(C#N)c(SCC(=O)N3CC(=O)Nc4ccccc43)nc12,89*,0,-19,0.9,0.6,85*,.,1,-9
Cc1cccc(-n2c(=S)[nH]c3sc4c(c3c2=O)CCc2ccccc2-4)c1,4,-2,-3.6,0.1,1.3,0,6,.,2
COCCc1ccc(OCC(O)CNC(C)C)cc1 (configuration not stated),1,-1,2.3,0.0,-0.3,-1,8&-7,21,3
Cn1c(COc2ccc3ccccc3c2)nnc1SCC(=O)O,3,3,3.2,0.7,-0.4,6,-32,17,0
O=C1CC(c2ccco2)CC2=C1C(c1ccccc1)n1nc(C(F)(F)F)nc1N2 (configuration not stated),4,-1,-2.7,0.2,-0.6,-3,37,27,-5
Cn1cccc1Cc1nnc(SCC(=O)NCCc2ccccc2)n1-c1ccc(F)cc1,0,-2,0.4,0.2,0.6,-2,11,1,-9
O=C(OCCN1CCOCC1)c1cccnc1,-1&4,1&-3,0.5&-0.4,1.4&0.6,2.2&0.2,-5&-2,22&23,0&40,0&-2
CCOC(=O)c1ccc(N=C2NC(=O)CS2)cc1,-2,-1,0.3,0.5,-0.2,-4,19,19,-2
Cc1ccc(NC(=O)COC(=O)COc2ccc(Cl)cc2C)c([N+](=O)[O-])c1,4,0,1.5,0.5,0.1,-4,-9,4,-2
COc1ccc(N/N=C(C)/C(=N/O)C(=O)Nc2ccccc2)cc1,4,0,-13,1.3,-0.5,0,15,17,-12
Cc1ccc(-n2nnnc2-c2nc3ccccc3s2)cc1,0,2,0.9,0.5,0.8,-1,33,14,-8
CCCc1nnc(NC(=O)CCC(=O)N2CCN(c3nc(C)cc(C)n3)CC2)s1,1,-1,1.8,0.4,0.4,-2,11,0,6
N#C/C(=C\C1CC=CCC1)c1nc2ccccc2[nH]1 (configuration not stated),2,-1,-5.4,-0.2,0.1,0,11,1,-5
Cc1ccc(C)c(NC(=O)CSc2nnc3n2CCCCC3)c1,5,0,1.3,0.2,-1.1,1,7,-13,-5
O=C(NCc1csc2ccc(Cl)cc12)Nc1ccccc1,-1,2,2.6,-0.1,0.8,-4,6,27,-11

# (further entries)
SMILES,BaF3 tox,Wee1 degr inh,TNF death inh,TRPML3 agonist,TRPN1 ag,Ba/F3 V617F tox,CHOP inh,PPC-1+TRAIL kill,RBBP9 inhibitor
CN(C)S(=O)(=O)c1cccc(NC(=O)CCSc2ccc(Cl)cc2)c1,2,-1,-2.9,0.3,4.0,0,-4,22,-13
Cc1cccc(NC(=S)NC(NC(=O)c2ccco2)C(Cl)(Cl)Cl)c1 (configuration not stated),1,0,-1.1,0.4,0.1,2,15,-4,-12
Cc1ccc(C2CC(C(F)(F)F)n3ncc(C(=O)NCc4ccco4)c3N2)cc1 (configuration not stated),2,-2,-2.0,-0.6,-0.7,2,19,2,-5
Cc1nc(N2CCOCC2)c2c(C)c(C(=O)Nc3ccc(C(F)(F)F)cc3)sc2n1,0,-1,4.0,0.7,1.1,3,29,-7,6
O=C(CSc1nnc(-c2ccncc2)n1Cc1ccco1)OC1CCCCC1,2,4,-0.4,0.4,1.0,-6,5,28,0
O=C(O)CNS(=O)(=O)c1ccc(F)cc1,4,1,-1.5,0.4,-1.5,2,5,14,-11
CC(C)c1ccc(Nc2nnc(SCC(=O)c3nnc(-c4ccccc4)o3)s2)cc1,3,-2,-1.7,-0.3,0.2,0,54,13,-11
Cc1cc(C(=O)Nc2nc(C)c(C(=O)N(C)C)s2)ccc1[N+](=O)[O-],5,3,0.1,0.1,1.1,6,14,2,-2
O=C(CC1(O)C(=O)Nc2ccccc21)c1ccccc1 (configuration not stated),0,2,0.5,1.1,1.7,3,32,10,-8
COc1cc(OC)cc(-c2nc3nc(C)c(CCC(=O)NCc4ccco4)c(C)n3n2)c1,4,1,1.7,0.7,0.3,0,1,-6,5
Cc1noc(C)c1C(=O)NC(C)C12CC3CC(CC(C3)C1)C2 (configuration not stated),2,-2,0.1,-0.1,-1.7,2,3,13,-5
Cc1cccc2c1N1C(=O)c3c(C(=O)O)cccc3C1CC2C (configuration not stated),3,1,-1.5,0.1,0.1,0,31,31,-5
CCCCC(=O)Nc1sc(C(=O)N(CC)CC)c(C)c1C(=O)OC,2,-1,-0.6,0.9,0.7,3,20,4,-6
C/C(=N\NC(=O)c1ccc(O)cc1)c1cc2ccccc2o1,1,1,0.3,0.5,-0.5,-2,22,8,-7
N#CCCCSc1nnc(-c2ccccn2)o1,4,3,-2.2,0.8,0.1,3,-5,6,-1

# Single records, as listed above. Order of screens: BaF3 tox | Wee1 degr inh | TNF death inh | TRPML3 agonist | TRPN1 ag | Ba/F3 V617F tox | CHOP inh | PPC-1+TRAIL kill | RBBP9 inhibitor
# `O=C(CSc1nnc(-c2ccncc2)n1Cc1ccco1)OC1CCCCC1` reads 2 | 4 | -0.4 | 0.4 | 1.0 | -6 | 5 | 28 | 0
# `COc1cc(OC)cc(-c2nc3nc(C)c(CCC(=O)NCc4ccco4)c(C)n3n2)c1` reads 4 | 1 | 1.7 | 0.7 | 0.3 | 0 | 1 | -6 | 5

# High-throughput results from PubChem.

# Compounds were not picked by outcome. About 6.8% of those tested had a hit in this group.
